FXIIa inh 1536: inhibitors of human coagulation factor XIIa; inhibition, % at 5 µM; purified FXIIa, Boc-QGR-AMC fluorogenic substrate, 2 h; P00748; hit rate 0.3% among 220,000; in the data active = inhibition above about 40%;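 also: 0% = enzyme with no compound and 100% = blank without enzyme; many of its hits are not listed in these tables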
Target sequence (P00748 20-372 limits assumed): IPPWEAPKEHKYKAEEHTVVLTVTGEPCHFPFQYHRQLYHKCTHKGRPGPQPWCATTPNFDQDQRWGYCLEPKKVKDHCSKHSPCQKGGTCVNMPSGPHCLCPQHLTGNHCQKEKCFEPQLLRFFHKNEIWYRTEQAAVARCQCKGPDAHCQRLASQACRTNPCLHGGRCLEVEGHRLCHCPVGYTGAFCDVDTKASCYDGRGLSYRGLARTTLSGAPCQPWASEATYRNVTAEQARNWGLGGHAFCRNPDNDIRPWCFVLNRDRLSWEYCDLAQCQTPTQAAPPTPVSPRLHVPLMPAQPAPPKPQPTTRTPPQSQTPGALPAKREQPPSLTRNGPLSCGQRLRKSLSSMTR
Target sequence (P00748 373-615 limits assumed): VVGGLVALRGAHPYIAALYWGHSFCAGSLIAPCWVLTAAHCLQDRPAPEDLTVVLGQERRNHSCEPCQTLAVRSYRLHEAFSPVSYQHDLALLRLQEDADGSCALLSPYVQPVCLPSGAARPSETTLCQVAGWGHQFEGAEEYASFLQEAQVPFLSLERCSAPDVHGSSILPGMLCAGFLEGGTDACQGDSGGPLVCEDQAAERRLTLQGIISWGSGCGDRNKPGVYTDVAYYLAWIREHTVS
Wee1 stabilizer: human Wee1 degradation inhibition, primary screen; P30291; HeLa Luc-Wee1K328M stability, luciferase luminescence; 100% = proteasome inhibitor MG132 effect; reporter increase, % at 5 µM; hit rate 1.2% among 220,000;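 active = activation above the mean of all tested compounds plus 3 SD, set per screening run, cut at about 8.8% in these data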;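 also: cells exposed to compound for 20 h before luminescence read; 0% = DMSO alone and 100% = MG132 at 30 µM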
FXIa inh: blocks human coagulation factor XIa protease activity. inhibition, % at 5 µM. purified FXIa, Boc-Glu-Ala-Arg-AMC fluorogenic substrate. hit rate 0.14% among 220,000. P03951;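 active = inhibition of at least 40%; inactive = inhibition below 40%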;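 also: fluorescence of freed AMC excited at 355 nm; 0% = enzyme without compound and 100% = no enzyme blank; many of its hits are not listed in these tables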
PPC-1+TRAIL kill: PPC-1 cancer cell killing with TRAIL present. PPC-1 cells + TRAIL, ATPLite viability luminescence. cell killing (% activity), % at 4 µM. AID 1443. hit rate 0.41% among 220,000;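 active = cell killing above 50% in the first pass at 4 µM, then a duplicate retest at 5 µM averaging 50% or more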;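 also: plate controls were cells with TRAIL plus DMSO for no effect and medium-only wells lacking cells for full effect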
TbHK1 inh: T. brucei hexokinase 1 inhibition; recombinant TbHK1, G6PDH-coupled NADH A340; hit rate 0.11% among 220,000; inhibition, % at 10 µM;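 active = inhibition of 50% or more in the single-dose primary screen; inactive = inhibition below 50%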
CHOP inhibitor: inhibitors of CHOP induction in ER stress response; hit rate 3.8% among 220,000; CHO-K1 CHOP-promoter luciferase, tunicamycin-induced, 15-18 h; inhibition, % at 10 µM;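 active = compounds that reduced the stress-induced luciferase reporter signal by more than about 70% of percent inhibition, limit read from the data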;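 also: 0% = tunicamycin plus vehicle and 100% = wells without tunicamycin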
TNF death inh: inhibitors of TNF-alpha induced necroptosis in Jurkat FADD-/- cells | Jurkat FADD-/- TNF necroptosis rescue, ATP luminescence, 24 h; 0 = TNF only, 100 = no-TNF cells | activation (protection from cell death), % at 10 µM | hit rate 0.068% among 220,000 | AID 463075;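 active = activation, meaning protection from cell death, of at least 50% relative to plate controls; inactive = activation below 50%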;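 also: necroptosis triggered by 40 ng/mL TNF-alpha added together with compound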
EP2 antag: blocks the human prostaglandin E2 receptor EP2; inhibition, % at 25 µM; P43116; hit rate 0.52% among 260,000; C6 glioma cells expressing human EP2, cAMP TR-FRET; cells stimulated with saturating PGE2;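 active = percent inhibition above 40 after rounding to a whole number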;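 also: rat C6 glioma host cells with rolipram phosphodiesterase inhibitor present; the protocol text gives 20 µM as final concentration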
Target sequence (P43116 whole entry, looked up): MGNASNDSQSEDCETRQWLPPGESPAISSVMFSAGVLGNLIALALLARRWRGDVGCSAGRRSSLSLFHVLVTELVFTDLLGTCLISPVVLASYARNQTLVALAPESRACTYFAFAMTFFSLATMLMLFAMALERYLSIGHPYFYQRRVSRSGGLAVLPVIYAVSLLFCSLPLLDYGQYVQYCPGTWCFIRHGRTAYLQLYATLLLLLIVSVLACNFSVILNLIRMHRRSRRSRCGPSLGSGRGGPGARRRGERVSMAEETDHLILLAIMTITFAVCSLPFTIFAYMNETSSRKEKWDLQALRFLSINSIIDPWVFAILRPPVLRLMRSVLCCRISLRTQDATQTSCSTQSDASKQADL
L929 necroptosis: blocks zVAD induced death of L929 cells; L929 zVAD necroptosis rescue, ATP luminescence, 24 h; with zVAD 60 µM; viability rescue, % at 10 µM; hit rate 0.38% among 220,000;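 active = activation, scaled between plate controls, above about 75%, limit read from the data; inactive = activation under that limit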;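 also: 0% = zVAD with DMSO and 100% = DMSO alone without zVAD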
Numbers without * were called inactive; · = not tested or not shown; & = joins results of further samples.

SMILES	FXIIa inh 1536	Wee1 stabilizer	FXIa inh	PPC-1+TRAIL kill	TbHK1 inh	CHOP inhibitor	TNF death inh	EP2 antag	L929 necroptosis
CCn1cc(C(=O)OCC(=O)c2cc(C)n(-c3cccc(C(F)(F)F)c3)c2C)c(=O)c2ccc(C)nc21	10	-1	3	35	-2	44	1.6	6	-0.3
COc1cc(/C=C/C(=O)c2ccc(C)c([N+](=O)[O-])c2)cc(OC)c1O	8	-3	4	13	-1	-26	-6.5	5	13
O=C1CSc2ccc(C(=O)Nc3cccc(S(=O)(=O)Nc4ccc(Br)cc4)c3)cc2N1	2	-1	0	16	4	25	-4.4	16	0.3
CCCS(=O)(=O)N1CCN(Cc2ccncc2)CC1	12	-3	-3	42	0	-7	-2.4	12	0.0
CCCCCCSc1nc2c(c(=O)[nH]c(=O)n2C)n1C	5	2	2	-16	0	42	-4.6	10	-0.7
CC(C)(C)NC(=O)COc1ccc(CNc2ncn[nH]2)cc1	9	1	-4	-23	-6	15	-0.1	3	3.5
C/C(=C\c1ccccc1)C(=O)NCc1ccco1	5	4	18	3	5	-8	1.4	1	0.9
COCCNC(C(=O)Nc1cc(Cl)cc(Cl)c1)c1ccccc1 (stereo not given)	15	-1	1	7	-8	28	1.1	9	0.1
O=C(NC1CCCCC1)C1CCCN(c2nnnn2-c2ccccc2)C1 (stereo not given)	-1	3	-10	10	-2	10	-1.7	8	0.2
CC(C)(C)NC(=O)Nc1ccc2nccnc2c1	-5	0	-5	18	-17	-21	0.0	·	10
CC(C)Oc1ccc(OCCNC2CCCC2)cc1	7	0	3	19	-2	9	1.9	7	0.2
Cn1cccc1C(=O)NC(=O)COC(=O)c1cc(Cl)ccc1[N+](=O)[O-]	5	6	-2	13	-6	18	-0.8	12	0.0
Cc1ccc(S(=O)(=O)N2CCN(Cc3nc4ccccc4n3C)CC2)cc1	15	0	1	-3	-1	22	-2.2	3	0.1
CCOC(=O)C1=C(C)NC2=C(C(=O)CC(c3cccs3)C2)C1c1cccs1 (stereo not given)	3	0	-4	38	-3	24	-15	13	-1.5
CN(C)NC(=S)Nc1ccc2nc(-c3ccccn3)c(-c3ccccn3)nc2c1	-1	-2	1	13	-20	3	-0.5	12	1.0
CCN(CC)S(=O)(=O)c1ccc(NC(=O)COc2nc3ccccc3nc2N2CCOCC2)cc1	21	-3	17	6	-14	8	1.0	11	-0.1
Cc1ccc(NC(=S)N(Cc2ccco2)C2CCN(C(C)C)CC2)cc1	6	0	0	6	0	-12	2.9	6	-0.2
COc1cccc(-n2nnnc2SCC(=O)Nc2ccc(C(C)=O)cc2)c1	14	4	5	0	-1	54	0.1	3	0.5
O=C(N/N=C/c1ccc(F)cc1)c1ccccc1	10	12*	0	37	1	-20	-0.8	3	3.8
CC1CCCCN1S(=O)(=O)c1cn(C)c(=O)n(C)c1=O (stereo not given)	7	4	2	22	-4	11	0.2	8	-1.0
O=S(=O)(Cc1ccccc1)C1CCCCC1O (stereo not given)	9	-3	3	9	6	-5	0.6	3	-0.3
Cn1nc(CC(=O)Nc2ccc3c(c2)CCC3)c2ccccc2c1=O	7	2	3	13	-1	65	-8.8	3	0.4
CCOC(=O)c1ccc[n+](CC(=O)Nc2cc(C(F)(F)F)ccc2Cl)c1	8	2	-3	19	2	-4	1.4	11	0.6
O=C(CN1C(=O)C2C3C=CC(C3)C2C1=O)Nc1nc2ccccc2[nH]1 (stereo not given)	13	-2	3	-1	-1	23	2.9	4	-0.7
CCN1CCN(C2=NC(=O)/C(=C/c3ccc(C)o3)S2)CC1	16	3	20	-9	-14	15	0.6	11	2.4

Quoted from the entries so far for reference:
SMILES	FXIIa inh 1536	Wee1 stabilizer	FXIa inh	PPC-1+TRAIL kill	TbHK1 inh	CHOP inhibitor	TNF death inh	EP2 antag	L929 necroptosis
O=S(=O)(Cc1ccccc1)C1CCCCC1O (stereo not given)	9	-3	3	9	6	-5	0.6	3	-0.3
Cn1nc(CC(=O)Nc2ccc3c(c2)CCC3)c2ccccc2c1=O	7	2	3	13	-1	65	-8.8	3	0.4
CCOC(=O)c1ccc[n+](CC(=O)Nc2cc(C(F)(F)F)ccc2Cl)c1	8	2	-3	19	2	-4	1.4	11	0.6
O=C(CN1C(=O)C2C3C=CC(C3)C2C1=O)Nc1nc2ccccc2[nH]1 (stereo not given)	13	-2	3	-1	-1	23	2.9	4	-0.7
CCN1CCN(C2=NC(=O)/C(=C/c3ccc(C)o3)S2)CC1	16	3	20	-9	-14	15	0.6	11	2.4

Additional results.
SMILES	FXIIa inh 1536	Wee1 stabilizer	FXIa inh	PPC-1+TRAIL kill	TbHK1 inh	CHOP inhibitor	TNF death inh	EP2 antag	L929 necroptosis
O=C1NC(=O)C2C1C(c1ccccc1)N1C3C(=O)NC(=O)C3C(c3ccccc3)N21 (stereo not given)	19	-2	14	15	-10	17	-0.4	5	-1.0
Cn1nnnc1SCc1cc(=O)[nH]c2ccccc12	9	1	-1	0	-6	6	0.4	14	1.7
Cn1c(=O)c2c(ncn2CC(COCc2ccccc2Cl)OCc2ccccc2Cl)n(C)c1=O (stereo not given)	8	0	5	-1	-8	21	0.3	1	-0.1
Cc1c(F)cccc1NC(=O)CCCCCC1NC(=O)NC1C (stereo not given)	3	0	-3	8	-3	2	0.2	9	0.3
CCN(C(=O)CN1CCN(c2ccc(O)cc2)CC1)c1c(N)n(Cc2ccccc2)c(=O)[nH]c1=O	14	-2	-12	-23	3	22	-3.4	10	-0.2
Cc1ccc(CNC(=O)C2CCCN(c3nc4ccccc4o3)C2)cc1 (stereo not given)	8	-1	2	1	-1	-3	1.4	3	·
O=C(CN1CCCCCC1)Nc1ccccc1	·	3	-5	6	7	5	-0.3	11	1.1
COc1ccc(C2=NOC(C(=O)Nc3cccnc3)C2)cc1OC (stereo not given)	0	-4	-3	15	-12	-6	3.8	6	0.9
CCC(=O)N(CCc1ccc(S(N)(=O)=O)cc1)C1CC(=O)N(c2ccc(OC)cc2)C1=O (stereo not given)	8	0	-1	-5	2	30	0.6	4	1.7
CC(C)N(Cc1ccccc1)C(=S)Nc1cccnc1	-6	-2	-6	2	-2	0	-0.8	7	0.5
COc1ccc(C2CC(c3ccccc3Cl)Nc3ncnn32)cc1OC (stereo not given)	7	-2	-1	-1	-3	13	-3.0	11	-0.5
Cc1ccc(C)n1NC(=O)c1ccc(Cl)cc1	15	0	0	1	21	-14	0.0	13	1.1
O=C(CCC(=O)NNC(=O)COc1ccccc1)NCc1ccccc1	16	0	4	8	0	-8	-2.4	7	-0.3
COc1ccc(C2NCCO2)cc1OC (stereo not given)	6	1	0	4	0	12	-3.1	10	0.0
COC(=O)C(C(=O)OC)C(c1ccccc1)C(C(=O)c1ccccc1)[N+](=O)[O-] (stereo not given)	3	-3	-2	7	-21	6	-0.7	8	0.6
CN(Cc1cnn(C)c1)Cc1nc(-c2ccc(Cl)cc2)no1	7	-1	-1	4	-1	15	-0.6	3	-0.5
c1ccc(COc2ccc(OCCCn3cncn3)cc2)cc1	19	-1	7	32	1	-3	-2.0	13	-0.3
CC1CCCCC1N=C1NC(C)(C)CS1 (stereo not given)	8	-2	-2	9	-4	6	0.8	9	0.1
CC(C)NC(=O)CSc1nc(Cc2cccs2)nc2ccccc12	9	-4	-5	2	-12	0	-0.7	9	0.3
CC(C)CN1CCN(Cc2cccn2-c2ccc(Cl)cn2)CC1CCO (stereo not given)	8	1	1	24	-7	9	-0.1	5	-0.9
Clc1ccc(-c2ccnc(Oc3ccc4ccccc4c3)n2)cc1	14	1	3	3	-4	36	-2.4	12	0.2
Cc1cc(C)cc(NC(=O)C2(c3cccs3)CCOCC2)c1	6	2	-6	11	4	-5	2.4	2	-1.0
O=C(O)C1C2CCC(O2)C1C(=O)Nc1cnn(Cc2ccccc2)c1 (stereo not given)	6	1	-8	8	-7	-9	0.7	12	-1.1
Cc1c(C(=O)O)oc2c1ccc1ccccc12	17	-1	6	22	25	14	1.1	9	0.0
CCN(CC)CCNC(=O)c1cn(CC)c2ccc(S(=O)(=O)N(C)C)cc2c1=O	16	0	5	0	-19	-3	-2.0	4	4.2

Next structures:
SMILES	FXIIa inh 1536	Wee1 stabilizer	FXIa inh	PPC-1+TRAIL kill	TbHK1 inh	CHOP inhibitor	TNF death inh	EP2 antag	L929 necroptosis
O=C(NCCN1C(=O)S/C(=C\c2cccs2)C1=O)c1ccco1	-1	0	-1	-39	-24	-13	0.8	3	1.4
COc1ccccc1N1CCN(C(=O)CN2C(=O)c3cccc4cccc(c34)C2=O)CC1	6	-2	0	13	-16	11	0.2	9	32
CNC[C@H](O)c1ccc(O)c(O)c1	-2	0	-5	13	0	9&9	-0.3	10&11	1.8
Cc1ccccc1CCN(C(=O)Cn1nnc2ccccc21)C(C(=O)NC(C)(C)C)c1ccsc1 (stereo not given)	7	-3	7	-12	1	98*	-3.0	0	-0.4
COc1ccc(Cl)cc1C(=O)C1CCCN(Cc2cnc(N3CCOCC3)s2)C1 (stereo not given)	13	0	-1	10	-10	-4	0.8	18	-0.1
O=C(Cc1ccccc1)N/N=C/c1cccc([N+](=O)[O-])c1	12	5	1	-9	-2	12	-1.7	2	1.8
C/C(CCc1ccc2c(c1)OCO2)=N\N=C1\NC(=O)CC(C(=O)Nc2ccccc2)S1 (stereo not given)	-4	-1	-11	10	-5	7	-0.9	7	1.1
COc1ccc(/C=N/NC(=O)CCN2CCN(c3ccccc3)CC2)c(OC)c1OC	12	0	5	14	-5	5	2.2	9	0.4
CCN1CCN(C(=O)CN(C)S(=O)(=O)c2cc(C)ccc2OC)CC1	4	-3	-2	10	-5	8	1.3	10&8	1.4
CCOCC(=O)N1CCCC(C(=O)OCC)C1 (stereo not given)	17	-1	4	15	2	29	0.9	10	0.4
CN(Cc1ccccc1)C(=O)c1nc2ccccn2c1CN1CCCC1c1nccs1 (stereo not given)	6	2	-1	-4	3	18	-0.5	5	-1.3
CC(=O)Nc1cc2nn(-c3ccccc3)nc2cc1Cl	1	3	-11	-1	-19	-9	-3.0	10	0.7
CCc1nnc(SCC(=O)Nc2ccccc2Cl)nc1CC	6	-3	-2	12	0	-3	0.8	2	2.2
O=C(C(=O)N1CCN(c2cccc(Cl)c2)CC1)N1CCCCC1	3	-4	-3	-14	-5	4	0.4	8	1.9
COc1ccccc1Oc1nnnn1-c1ccc(C(N)=O)cc1	10	3	-3	15	0	-13	-0.9	3	1.1
Cc1ccc2c(c1)nnn2C1CCN(C(=O)NCc2ccccc2)CC1	7	5	-3	21	-4	-6	1.3	4	-0.4
CCOC(=O)N1CCN(CC(O)c2ccccc2)CC1 (stereo not given)	11	-1	1	21	1	-6	-0.3	6	2.0
COc1ccc(CNC(=O)c2cc(-c3ccc(OC)c(OC)c3)on2)cc1	1	-1	3	9	-2	50	-1.7	5	-0.4
Nc1c(C(=O)Nn2cnnc2)cc([N+](=O)[O-])cc1[N+](=O)[O-]	10	6	17	26	-20	-8	0.6	10	1.5
Clc1cccc(Cl)c1COn1nnc2ccccc21	13	-1	-4	-10	-1	38	-2.5	7	0.5
COc1ccc(C2/C(=C(/O)c3ccc(OC(C)C)cc3)C(=O)C(=O)N2CCCN2CCOCC2)cc1 (stereo not given)	9	3	-2	8	-31	1	0.7	8	·
Cc1nc(S(=O)(=O)Cc2ccccc2Cl)nc2c1CCC2	-2	-1	-2	11	0	-2	1.3	2	0.3
Cc1nnc(SC(C)C(=O)Nc2ccc(S(=O)(=O)NC3CCCCC3)cc2)s1 (stereo not given)	12	1	4	17	2	13	-0.5	13	-0.8
Cc1ccc(S(=O)(=O)NCCC(=O)NCCN2CCCCCC2)cc1	2	2	-12	1	5	3	1.8	8	1.4
Cc1ccc(/C=N/NC(=O)CN2CCN(Cc3ccccc3)CC2)s1	8	-1	22	21	-40	14	1.8	6	0.2
O=C(Cn1c(=O)c(=O)n(Cc2ccccc2)c2ccc(Cl)cc21)Nc1ccc(F)cc1F	7	3	1	0	-1	38	-6.7	5	2.3

The list is partial; rates above refer to the full screens.
